WRN inhibitor = blocks human WRN helicase | Q14191 | AID 651768 | Potency, µM (series often up to 114 µM), without a hit: at the highest dose activity change, negative = inhibition, most hits filed as inhibitors | WRN helicase unwinding, fluorescent forked duplex, kinetic | 0.46% of 360,000 active; also: potency is read from the fitted curve at half-maximal effect; % is scaled to controls: 0 for no effect and ±100 for the full control effect; nearly all actives have a fitted effect of over 55% in size
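WRN at 20 nM final was preincubated with compound for 15 min at room temperature; reaction started with 100 nM forked duplex oligonucleotide carrying fluorophore and quencher plus 2 mM ATP (final). Unwinding followed kinetically by red fluorescence (ex 525/em 598 nm).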
EPAC1 agonist = activates human EPAC1 exchange factor. AID 720707. 0.073% of 360,000 active. EPAC1 agonist qHTS, biochemical assay; response scale: 100% = response to 6.5 mM cAMP. Potency, µM (titrated, usually from 154 µM), inactives show at the highest dose activation, actives largely listed as activators; also: potency is read from the fitted curve at half-maximal effect; nearly all actives have a fitted effect of over 60% in size
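Read-out is the fluorescence drop as BODIPY-GDP leaves Rap1B (480 nm excitation, 540 nm emission), recorded every 5 minutes over 30 minutes. Reactions held 100 nM EPAC1, 250 nM Rap1B–BODIPY-GDP and 50 uM GDP, with 6.5 mM cAMP setting full activation.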
CCT modulator = cytosolic chaperonin activity modulation | activity change, % (no concentration beside the values), hits read low | 0.3% of 360,000 active | purified chaperonin ATPase assay, HTRF ADP detection, 30 min; in the data active = activity change below about -30%; also: % is scaled to controls: 0 for no effect and ±100 for the full control effect
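TRiC at 40 or 20 nM final (batch-dependent) in 30 mM Tris pH 7.4, 100 mM KCl, 5 mM MgCl2, 1 mM DTT, with compound at single 76 uM and 10 uM ATP, 30 min at 37 deg C. ADP detected by HTRF Transcreener, 665/615 ratio.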
PLK1 PBD block = blocks phosphopeptide binding to human PLK1 polo-box domain | P53350 | Plk1 PBD binding of FITC phosphopeptide, fluorescence polarization | Potency, µM, inactives show max response, negative = inhibition, hits mostly inhibitors | 2.8% of 360,000 active; also: potency is read from the fitted curve at half-maximal effect; series mostly up to about 57 µM; % is scaled to controls: 0 for no effect and ±100 for the full control effect; nearly all actives have a fitted effect of over 65% in size
EPAC1 antag = antagonists of human EPAC1; O95398; EPAC1 GEF assay, Rap1b-BODIPY-GDP exchange fluorescence; Potency, µM (highest dose often 115 µM), inactives show top-dose activity change, negative = inhibition, actives largely listed as inhibitors; 0.14% of 360,000 active; AID 720709;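 also: potency is read from the fitted curve at half-maximal effect; plate controls were vehicle for no effect and positive control for full effect; nearly all actives have a fitted effect of over 50% in size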
IL2 activator = activates IL-2 in a cell-based reporter assay; IL-2 activation reporter assay, cell-based qHTS; stimulated with anti-CD3/CD4/CD28 beads; in transgenic mouse T cells; activation, % (series mostly up to about 46 µM); 0.065% of 360,000 active; AID 652025; in the data active = activation above about 50%; inconclusive = mostly about 30% to 49%; also: 0% is about no effect
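EGFP and DsRed fluorescence is measured by plate cytometry in unstimulated transgenic mouse T cells exposed to compound for 60 minutes, then stimulated 18 hours at 37 degrees C with anti-CD3/anti-CD4 beads plus anti-CD28.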
EPAC2 agonist = EPAC2 (human) agonism; Potency, µM (top dose mostly 154 µM), inactives show at the highest dose activation, most hits filed as activators; EPAC2 activation, biochemical qHTS; response scale: 100% = 6.5 mM cAMP response; 0.079% of 360,000 active; also: potency is read from the fitted curve at half-maximal effect; nearly all actives have a fitted effect of over 50% in size
Target sequence (Q8WZA2 whole entry, looked up): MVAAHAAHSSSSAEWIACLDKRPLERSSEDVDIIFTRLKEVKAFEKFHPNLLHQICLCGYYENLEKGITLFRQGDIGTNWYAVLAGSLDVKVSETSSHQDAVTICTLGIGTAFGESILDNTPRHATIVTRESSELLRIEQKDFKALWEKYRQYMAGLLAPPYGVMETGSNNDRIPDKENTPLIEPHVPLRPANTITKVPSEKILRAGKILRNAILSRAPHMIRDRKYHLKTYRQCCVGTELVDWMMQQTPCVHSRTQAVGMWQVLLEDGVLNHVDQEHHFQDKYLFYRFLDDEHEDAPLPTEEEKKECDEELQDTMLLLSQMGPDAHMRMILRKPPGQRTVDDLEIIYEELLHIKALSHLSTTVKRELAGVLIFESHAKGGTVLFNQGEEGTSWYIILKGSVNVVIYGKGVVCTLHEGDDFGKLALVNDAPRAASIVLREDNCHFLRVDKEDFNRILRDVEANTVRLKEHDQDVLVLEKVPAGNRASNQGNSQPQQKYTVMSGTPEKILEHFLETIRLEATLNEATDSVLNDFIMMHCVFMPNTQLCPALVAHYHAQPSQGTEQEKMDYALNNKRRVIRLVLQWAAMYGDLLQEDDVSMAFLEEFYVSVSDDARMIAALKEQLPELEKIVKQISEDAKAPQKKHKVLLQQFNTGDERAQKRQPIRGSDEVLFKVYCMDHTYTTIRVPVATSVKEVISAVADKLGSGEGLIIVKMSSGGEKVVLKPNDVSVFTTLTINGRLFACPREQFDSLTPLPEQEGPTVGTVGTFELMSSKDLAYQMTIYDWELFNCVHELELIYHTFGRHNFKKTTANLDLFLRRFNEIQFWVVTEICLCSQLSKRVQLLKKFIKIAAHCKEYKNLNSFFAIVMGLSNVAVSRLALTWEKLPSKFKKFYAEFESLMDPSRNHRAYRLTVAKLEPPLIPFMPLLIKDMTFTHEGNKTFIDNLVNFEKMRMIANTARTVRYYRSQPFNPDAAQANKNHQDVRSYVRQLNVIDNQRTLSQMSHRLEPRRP
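Exchange assay: 100 nM EPAC2 with 250 nM Rap1B-BODIPY-GDP and 50 uM GDP. Fluorescence (ex 480/em 540 nm) read every 5 min for 30 min at room temperature. Data normalized to 6.5 mM cAMP as agonist control.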
PI5P4Ka inh = blocks human PI5P4K alpha kinase activity; P48426; PI5P4Kalpha enzyme, ADP-Glo luminescence, 60 min; stronger effect = lower value; max response, %; 1.2% of 330,000 active; AID 652105; active = max response of -50% or lower; inconclusive = between -30% and -50%; inactive = -30% or higher; also: value at the top dose of about 77 µM; % is scaled to controls: 0 for no effect and ±100 for the full control effect
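Reactions run in 0.038 M HEPES pH 7.4, 0.28 mM EGTA, 0.1% CHAPS and 5% DMSO, with PI5P4Kalpha, substrate, compound and 5 microM ATP final, one hour at room temperature. Readout is ADP-Glo luminescence.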
* marks the source's active call; other numbers are inactive results; u = inconclusive; x = not tested or not shown; [ ] = dose if it differs, or a comment. Unless noted, calls follow the shape of the dose curve; as a rule, active = well fitted curve in the direction sought with a large enough effect; inconclusive = small, poorly fitted or top-dose-only effect, or another doubt; inactive = no such curve, though single readings can be large; an effect the other way counts as inactive or inconclusive.

Start of the data: the first 4 compounds (preview)
SMILES	WRN inhibitor	EPAC1 agonist	CCT modulator	PLK1 PBD block	EPAC1 antag	IL2 activator	EPAC2 agonist	PI5P4Ka inh
CN(Cc1cnn(-c2ccccc2)c1)C(=O)C1CCC(=O)N(C2CC2)C1 (configuration not stated)	0.5%	-2.9%	-1.7	-0.1%	7.6%	1.8	7.7%	-2.5
O=C(NNC(=O)C1CCC1)c1cccc(Cl)c1	9.7%	-3.6%	-1.5	2.3%	17.8%	0.8	-0.8%	3.5
CCOC(=O)C1(Cc2cccc(OC)c2)CCN(Cc2cnc(C)s2)CC1	0.6%	4.1%	-0.9	-12.1%	-9.0%	0.5	1.4%	11.5
OCC(CO)(CO)NCc1ccc(-c2ccccc2)cc1	-5.8%[57.1 µM]	6.7%	-0.5	7.2%	13.8%	0.1	3.8%	-8.8

The list itself, from the first entry:
SMILES	WRN inhibitor	EPAC1 agonist	CCT modulator	PLK1 PBD block	EPAC1 antag	IL2 activator	EPAC2 agonist	PI5P4Ka inh
CN(Cc1cnn(-c2ccccc2)c1)C(=O)C1CCC(=O)N(C2CC2)C1 (configuration not stated)	0.5%	-2.9%	-1.7	-0.1%	7.6%	1.8	7.7%	-2.5
O=C(NNC(=O)C1CCC1)c1cccc(Cl)c1	9.7%	-3.6%	-1.5	2.3%	17.8%	0.8	-0.8%	3.5
CCOC(=O)C1(Cc2cccc(OC)c2)CCN(Cc2cnc(C)s2)CC1	0.6%	4.1%	-0.9	-12.1%	-9.0%	0.5	1.4%	11.5
OCC(CO)(CO)NCc1ccc(-c2ccccc2)cc1	-5.8%[57.1 µM]	6.7%	-0.5	7.2%	13.8%	0.1	3.8%	-8.8
CC(=O)Nc1sc(C)c(C)c1C(=O)OCC(=O)N(CC(C)C)C1CCS(=O)(=O)C1 (configuration not stated)	-10.9%	-0.9%	-1.7	-11.6%	-15.3%	1.3	-25.4%	1.0
COc1ccc(NC(=O)Cn2cccc2)cc1Cl	5.4%	-1.9%	5.8	-1.8%	7.6%	-3.5	4.3%	x
CC(Sc1nc2sc3c(c2c(=O)n1-c1ccccc1)CCCC3)C(=O)O (configuration not stated)	-0.2%	-14.5%	2.0	-5.8%	8.9%	-2.0	-1.3%	0.3
CCOC(=O)CN1C(=O)N[C@@H](c2cccs2)C(C(C)=O)=C1C	-9.0%	1.8%	0.2	-4.0%	-13.3%	6.2	7.3%	-1.0
Cc1nc(C(=O)N2CCC(C)(C(=O)NS(=O)(=O)C3CC3)C2)c(C)o1 (configuration not stated)	-2.3%	-6.1%	-0.5	-4.4%	-9.2%	-0.2	9.6%	-0.2
CCCCn1c(N)c(N(C)C(=O)c2ccc(-n3cccn3)cc2)c(=O)[nH]c1=O	0.4%	11.7%	-0.2	-4.7%	-7.9%	1.1	9.1%	-2.0
CCN(CC)c1ncn(Cc2c(Cl)cccc2Cl)c2ncnc1-2	-21.6%	-0.7%	-0.6	-7.3%	-19.9%	-0.3	-0.5%	2.6
COc1cccc(NC(=O)NC2CCCCC2C)c1 (configuration not stated)	-2.9%	-1.5%	0.6	-12.2%	-9.3%	-0.7	3.1%	-0.9
CCOC(=O)c1cc(-c2ccccc2)nn1CC1CC(c2ccc(OC)cc2)=NO1 (configuration not stated)	-15.1%	-0.1%	1.4	-14.6%	-19.6%	1.1	12.7%	4.2
Cc1ccc2nc(-c3ccc(Br)cc3)cn2c1	5.2%	18.1%	-3.5	4.3%	-3.9%	-0.3	-4.6%	-1.8
COc1cccc(OCc2cc(C3Nc4ccccc4C(=O)N3Cc3ccco3)ccc2OC)c1 (configuration not stated)	-23.7%	11.1%	-1.1	-4.9%	-1.3%	1.0	-0.1%	8.2
CCOc1ccc(NC(=O)C2CCC(CNc3c(N4CCCCC4)c(=O)c3=O)CC2)cc1 (configuration not stated)	1.0%	2.0%	-1.5	-7.4%	0.6%	-2.5	-5.1%	-3.6
CSCCC(NC(=O)c1ccccc1Cl)C(=O)NCc1ccncc1 (configuration not stated)	-2.3%	3.9%	-2.6	-1.6%	12.6%	0.8	3.3%	4.8
Cc1ccc(NC(=O)c2ncn(CC(=O)NCc3ccccc3)n2)cc1C	4.0%	-6.0%	-1.3	-9.1%	-26.0%	-0.1	6.4%	1.1
O=[N+]([O-])c1ccc2c(c1)N([O-])C1(CCCCC1)[N+]2=O	u	4.0%	-1.7	11.9µM*	-18.7%	-3.8	-1.6%	-50.8*
COC(=O)[C@@H](NC(=O)NC(C)CCc1ccccc1)C(C)C (some centres not stated)	5.4%	-13.8%	1.2	-0.7%	3.5%	-0.1	0.0%[15.6 µM]	-0.1
CCCCCN(C(=O)CCC(=O)OCC(=O)N(C)c1ccccc1)c1c(N)n(CCCC)c(=O)[nH]c1=O	2.0%	0.3%	-1.4	-5.5%	2.9%	-1.5	-2.0%	-0.6
CC(c1nccs1)N(C)C(=O)CCc1nnc(-c2ccc(-c3ccccc3)cc2)o1 (configuration not stated)	-9.7%	-13.9%	-3.2	-6.3%	-16.4%	0.0	1.2%	-3.5
COC1CC(N)C2OC(c3ccccc3)OCC2O1 (configuration not stated)	-5.9%	2.8%	-2.9	-2.7%	-1.5%	-2.3	4.2%	2.8
CC(C)C(=O)N1CCN(c2ccccc2NC(=O)c2cccc(Cl)c2)CC1	-2.0%	-1.2%	0.3	-14.3%	-19.5%	-0.8	-4.3%	-3.3
CN(C)C1(CNC(=O)C2CCN(S(=O)(=O)c3cccc(C(F)(F)F)c3)CC2)CCCCC1	-22.6%	-3.6%	-2.8	0.6%	3.1%	-3.6	-8.3%	-0.7
Cc1c(OCC(=O)NCCCn2ccnc2)ccc2c3c(c(=O)oc12)CCCC3	4.1%	10.3%	-0.5	0.2%	10.7%	3.5	1.2%	-4.3
COc1ccc(N2CCN(C(=O)COc3ccc(S(=O)(=O)N4CCOCC4)cc3C)CC2)cc1	4.6%	-0.9%	-4.8	-5.7%	-7.7%	-0.5	7.3%	10.9

Shown in markdown: part of the list above.
| SMILES | WRN inhibitor | EPAC1 agonist | CCT modulator | PLK1 PBD block | EPAC1 antag | IL2 activator | EPAC2 agonist | PI5P4Ka inh |
| --- | --- | --- | --- | --- | --- | --- | --- | --- |
| CCOC(=O)c1cc(-c2ccccc2)nn1CC1CC(c2ccc(OC)cc2)=NO1 (configuration not stated) | -15.1% | -0.1% | 1.4 | -14.6% | -19.6% | 1.1 | 12.7% | 4.2 |
| Cc1ccc2nc(-c3ccc(Br)cc3)cn2c1 | 5.2% | 18.1% | -3.5 | 4.3% | -3.9% | -0.3 | -4.6% | -1.8 |

From PubChem BioAssay

This is a subset; rates above refer to the full screens.
